HepG2 viability: HepG2 cytotoxicity, counter-screen for TGF-b inhibitors | HepG2 CAGA-GFP viability, ATP luminescence, 18 h | Potency, µM (series often up to 46.1 µM), for the others: at the highest dose activity change, negative = cytotoxicity, actives largely listed as cytotoxic | 0.76% of 410,000 active | AID 588856; note: potency is the fitted concentration of half-maximal effect; some results filed as inactive show a strong effect at the top dose
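HepG2 CAGA-GFP cells (1000/well, DMEM with 1% FBS) received compound, then TGF-beta at 500 pg/mL final, and were incubated 18 hours at 37 degrees C. Viability was read by CellTiter-Glo luminescence. Media-only wells were set as complete cell-killing and DMSO as no toxicity.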
IL-1B inflam inh: inhibitors of inflammasome signaling (IL-1 beta secretion). THP-1 LPS/ATP IL-1B secretion, AlphaLISA, 16 h; hits give low values. activity change, % at 57.5 µM. 4.7% of 360,000 active. AID 743279; in the data active = activity change below about -50%; inconclusive = mostly about -30% to -49%; note: % is set by controls: 0 for no effect and ±100 for the full control effect
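THP-1 cells pretreated 1 hr with compounds (up to 57.5 uM final), then stimulated with LPS (250 ng/mL final) plus ATP (1.25 mM final); secreted IL-1B measured by AlphaLISA after 16 hr, decreased signal indicating inhibition.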
Nrf2 block: inhibitors of Nrf2 signaling | 2.1% of 360,000 active | AID 504444 | A549 ARE-Fluc reporter, luciferase luminescence, 18-24 h | Potency, µM (highest dose often 46 µM), for the others: top-dose activity change, negative = inhibition, hits mostly inhibitors; note: potency is the fitted concentration of half-maximal effect; % is set by controls: 0 for no effect and ±100 for the full control effect; nearly all actives have a fitted effect of over 60% in size
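A549 ARE_Fluc cells, 5000/well, 5% FBS OPTI-MEM; compounds in dose-response, 18-24 h at 37 °C/5% CO2; CellTiter-Fluor viability read (Ex 405/Em 525), then BugLite luciferase luminescence = Nrf2 activity.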
ATXN2 expr inh: inhibitors of ATXN2 expression. 0.72% of 360,000 active. Potency, µM (series often up to 57 µM), without a hit: top-dose activity change, negative = inhibition, actives largely listed as inhibitors. HEK-293 ATXN2-luciferase reporter, luminescence, 24 h; note: potency is the fitted concentration of half-maximal effect; % is set by controls: 0 for no effect and ±100 for the full control effect; nearly all actives have a fitted effect of over 55% in size
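ATXN2-luciferase reporter cells (luciferase flanked by upstream and downstream ATXN2 gene portions) were treated 24 h at 37 °C with compounds at up to 57 uM. SteadyGlo luminescence gave expression; GF-AFC fluorescence gave viability.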
TGFb inhibitor: inhibitors of TGF-b signaling. HepG2 CAGA-GFP TGF-b/SMAD3 reporter, GFP fluorescence, 18 h; TGF-beta stimulated, 500 pg/mL final. Potency, µM (series often up to 46.1 µM), for the others: at the highest dose activity, negative = inhibition, hits mostly inhibitors. 1.2% of 410,000 active. AID 588855; note: potency is the fitted concentration of half-maximal effect; % is set by controls: 0 for no effect and ±100 for the full control effect; nearly all actives have a fitted effect of over 65% in size
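Per well, imaged GFP fluorescence of HEPG2 CAGA-GFP cells gives the signal; cells get compound, then TGF-beta (500 pg/mL final), 18 h at 37 degrees C; %Activity versus -TGF-beta and +DMSO controls.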
MCF10A rereplic: DNA re-replication induction in MCF 10a cells | 2.9% of 350,000 active | MCF 10A DNA re-replication, Hoechst nuclear intensity, 48 h | Potency, µM (titrated, usually from 46.1 µM), for inactives: top-dose activity, positive = re-replication, hits mostly activators; note: potency is the fitted concentration of half-maximal effect; % of control where 0% means no effect; nearly all actives have a fitted effect of over 50% in size
A549 viability: kills or reduces viability of A549 cells in Nrf2 counter-screen | A549 ARE-Fluc cells, CellTiter-Fluor viability, 18-24 h | Potency, µM (highest dose often 46 µM), for inactives: top-dose activity change, negative = cytotoxicity, hits mostly inhibitors | 0.16% of 390,000 active; note: potency is the fitted concentration of half-maximal effect; % is set by controls: 0 for no effect and ±100 for the full control effect
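A549 ARE_Fluc cells in 5% FBS OPTI-MEM were exposed to compounds in concentration-response for 18-24 h at 37 deg C. Viability was read by CellTiter-Fluor fluorescence (Ex 405/Em 525) after 30 min, before the luciferase read.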
ATXN viability: reduces viability in counter-screen for ATXN expression inhibitors | AID 651635 | Potency, µM (top dose mostly 56.7 µM), hits mostly cytotoxic | S2 cells (HEK-293 line with an ATXN2-luciferase reporter) viability, CellTiter-Fluor protease fluorescence, 24 h | 0.49% of 400,000 active; note: potency is the fitted concentration of half-maximal effect; nearly all actives have a fitted effect of over 40% in size
Nrf2 ARE act: activators of Nrf2 (ARE) signaling. AREc32 ARE-luciferase reporter (MCF7-derived line), luminescence, 24 h. Potency, µM (highest dose often 46.1 µM), for inactives: top-dose activation, hits mostly activators. 0.31% of 410,000 active; note: potency is the fitted concentration of half-maximal effect; % of control where 0% means no effect; nearly all actives have a fitted effect of over 65% in size
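For detection, Steady-Glo was added and plates sat 30 min at RT; before that, AREc32_Fluc cells grown overnight in OPTI-MEM/5% FBS had been treated with 23 nL compound for 24 hr at 37 deg C.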
The depositor's hits bear a star; i = inactive; u = inconclusive; x = not tested or not shown; [ ] = another dose, or the depositor's remark. Unless noted, calls come from the whole dose curve; as a rule, active = well fitted curve in the direction sought with a large enough effect; inconclusive = small, poorly fitted or top-dose-only effect, or another doubt; inactive = no such curve, though single readings can be large; an effect the other way counts as inactive or inconclusive.

SMILES	HepG2 viability	IL-1B inflam inh	Nrf2 block	ATXN2 expr inh	TGFb inhibitor	MCF10A rereplic	A549 viability	ATXN viability	Nrf2 ARE act
O=C(COc1ccc(F)cc1)Nc1ccc(-n2cnnn2)cc1	1%	u	8%	0%	-25%	0%	-1%	i	-0.2%
Cc1ccc(Cl)c(OCC(=O)Nc2cc(S(=O)(=O)N3CCOCC3)ccc2N2CCCC2)c1	0%	-59*	-10%	3%	-1%	9%	0%	i	-0.1%
Cc1ccc2c(c1)-c1c(cnn1CC(=O)N(Cc1ccco1)C1CCCCC1)CO2	-27%	-16	-9%	u	u	3%	2%	x	0.8%
CC(C)(C)c1cc(N/C=C\c2nnnn2-c2ccc(Br)cc2)no1	-33%	16	20%	-8%	-3%	8%	6%	i	-0.1%
COc1ccc(-c2nc(C)c(CCNC(=O)C(=O)Nc3cccc(F)c3)s2)cc1OC	-3%	x	x	13%	-1%	x	-8%	i	0.1%
c1ccc2c(c1)SCc1nnc(-c3ccncc3)n1-2	11%	29	7%	4%	u	-23%	-2%	i	-0.4%
COCCN(C(=O)CSc1nnc(-c2ccc(C(C)(C)C)cc2)n1N)c1c(N)n(CC(C)C)c(=O)[nH]c1=O	-8%	-1	4%	7%	3%	u	1%	i	0.3%
COC(=O)c1ccc(Cn2nnc3c(=O)[nH]c(C4CCN(S(=O)(=O)c5ccc(F)cc5)CC4)nc32)cc1	-30%	13	0%	x	u	1%	-7%	i	0.3%
CCOC(=O)C1(C)CCCCN1C(=O)c1cccnc1 (stereo not given)	1%	36	x	7%	45%[activator]	x	x	i	-0.6%
Cc1ccc(S(=O)(=O)CCC(=O)Nc2nnc(-c3ccccc3S(C)(=O)=O)o2)cc1	0%	1	9%	0%	u	27%	-10%	i	7.7%
Nc1cccc(C(=O)Nc2ccccc2Cl)c1	-4%	-9	14%	12%	12%	-114%[0.0737 µM]	-2%	i	4.3%
Cc1nc2sc(C(c3cccc(F)c3)N3CCC(C)CC3)c(O)n2n1 (stereo not given)	-11%	23	-24%	-3%	-13%	11%	3%	i	1.6%
CCn1c(C)nc2cc(C(=O)N/N=C(\C)c3ccc(OC)cc3O)ccc21	-27%	123	23µM*	u	u	-14%	-14%	i	-0.3%
CCN(CC)CCNC(=O)Cc1c(C(=O)O)n(C)c2ccccc12	-3%	8	9%	-4%	0%	-4%	-4%	i	0.4%
COc1ccc(Cc2[nH]n3c(=O)cc(C(C)C)nc3c2-c2ccccc2)cc1	11µM*	73	12µM*	22µM*	u	2.6µM*	u	u	-0.4%
Cc1ccc2c(c1)N=C(c1ccc(Cl)cc1)CO2	-60%	11	u	73%[activator]	22%	26%	-18%	i	u
Cc1ccc(S(=O)(=O)N2CCN(C(=O)CSc3ncn[nH]3)CC2)c(C)c1	5%	-4	u	7%	5%	4%	-1%	i	-0.1%
O=C(O)Cc1csc(-c2ccc(F)cc2)n1	-42%	9	-29%	-25%	u	-1%	-15%	i	0.4%
CC(=O)NC(c1cccc(F)c1)c1nc(-c2cccc(C(F)(F)F)c2)cs1 (stereo not given)	-4%	3	x	19%	-19%	x	x	i	18%
CN(CC(=O)Nc1cccc(F)c1)C(=O)C1CCC(C(=O)N(C)CC(=O)Nc2cccc(F)c2)CC1 (stereo not given)	-2%	3	-3%	-6%	-1%	u	-1%	i	-0.9%
Cc1cccc(C(=O)Oc2ccc(/C=N/O)cc2)c1	-45%	-16	u	46%[activator]	-1%	1%	1%	i	3.5%
Cc1ccc(S(=O)(=O)N2CCN(Cc3cc4c(cc3Br)OCCO4)CC2)cc1	-7%	15	u	-9%	-30%	u	-2%	i	2.2%
COc1ccc(CCNC(=O)COc2ccc(S(=O)(=O)N3CCOCC3)cc2)cc1OC	0%	-3	-3%	0%	-1%	-6%	-2%	i	0.2%
COC(=O)CCC(=O)Nc1cc(Cl)cc(Cl)c1	6%	17	-2%	-17%[11.3 µM]	12%	-2%	4%	i	-0.4%
O=[N+]([O-])c1cc(-c2nc(-c3ccccc3)no2)ccc1NCCc1ccccc1	1%	x	2%	12%	-5%	x	10%	i	2.6%
COc1ccc(-c2nn(-c3ccccc3)cc2/C=N/Nc2ccc3ccccc3n2)cc1OC	4.5µM*	-25	-20%	-21%	u	u	u	x	5.8%
Cn1nnnc1SCc1ccc(C(=O)Nc2nccs2)cc1	-1%	-25	u	47%[activator]	u	u	0%[1.84 µM]	i	0.9%
Cc1cc(=O)oc2cc(NC(=O)C(CCCN=C(N)N)NC(=O)OCc3ccccc3)ccc12 (stereo not given)	6%	1	13%	x	22%	2%	0%	u	-1.0%
CCC(Oc1ccccc1OC)C(=O)Nc1ccc2c(c1)OCO2 (stereo not given)	3%	-8	3%	-15%	3%	1%	-1%	i	0.2%
Cc1cccc(Cn2cc(/C=C/[N+](=O)[O-])c3ccccc32)c1	-61%	-67*	16µM*	-77%	7.9µM*	21µM*	x	u	-3.1%
Cc1ccc(S(=O)(=O)NC(C(=O)OCC(=O)NC(=O)c2cccn2C)C(C)C)cc1 (stereo not given)	-11%	-9	6%	-1%	-14%	16%	8%	i	3.2%
CCN(CC)C(=O)Cn1cc(S(=O)(=O)CC(=O)N2CCCCCC2)c2ccccc21	-4%	-7	-28%	x	4%	1%	-1%	i	-0.1%
N#C/C(=C\c1ccccc1[N+](=O)[O-])C(=O)Nc1ccc(S(N)(=O)=O)cc1	-7%	-10	-33%	x	3%	7%	5%	i	9.2%
O=C(O)c1cc(NC(=O)c2ccc(Br)cc2)cc(NC(=O)c2ccc(Br)cc2)c1	5%	22	5%	x	3%	-1%	-3%	i	-0.2%
COc1ccccc1N1CCN(C(C)C(=O)Nc2ccc(S(=O)(=O)N3CCOCC3)cc2)CC1 (stereo not given)	9%	11	u	-10%	-9%	-6%	-17%	i	-0.7%
CCOc1cccc2c1OC1(C)CC2NC(=O)N1c1cccc(F)c1 (stereo not given)	17%	4	x	-3%	6%	1%	-1%	u	0.0%
COc1ccc(NS(=O)(=O)c2ccc(OC)c(NC(=O)CCC3CCCC3)c2)cc1	1%	5	-21%	-2%	44%[activator]	10%	2%	i	0.1%
O=C(Nc1ccccc1C(=O)NCc1cccnc1)c1ccccc1F	7%	-12	4%	13%	-3%	4%	-1%	i	3.7%
COc1ccc(C(=O)N/N=C/c2c(CO)cnc(C)c2O)cc1	-19%	33	u	x	-9%	-4%	2%	u	0.4%
O=[N+]([O-])c1ccc(-c2nc(=S)c3c(o2)CCCC3)cc1	-4%	11	23%	21%	-20%	-8%	0%	i	0.8%

A run of entries from the list above, for reference:
SMILES	HepG2 viability	IL-1B inflam inh	Nrf2 block	ATXN2 expr inh	TGFb inhibitor	MCF10A rereplic	A549 viability	ATXN viability	Nrf2 ARE act
O=C(Nc1ccccc1C(=O)NCc1cccnc1)c1ccccc1F	7%	-12	4%	13%	-3%	4%	-1%	i	3.7%
COc1ccc(C(=O)N/N=C/c2c(CO)cnc(C)c2O)cc1	-19%	33	u	x	-9%	-4%	2%	u	0.4%
O=[N+]([O-])c1ccc(-c2nc(=S)c3c(o2)CCCC3)cc1	-4%	11	23%	21%	-20%	-8%	0%	i	0.8%

(further entries)
SMILES	HepG2 viability	IL-1B inflam inh	Nrf2 block	ATXN2 expr inh	TGFb inhibitor	MCF10A rereplic	A549 viability	ATXN viability	Nrf2 ARE act
CCc1cc2c(=O)c(-c3cnn(-c4ccccc4)c3)c(C(F)(F)F)oc2c(CN(C)C)c1O	-5%	13	4%	-5%	-2%	-6%	-1%	u	-0.4%
O=C(CSc1nnc(-c2cccnc2)n1CCc1ccccc1)NCc1ccccc1	9%	11	11%	0%	-6%	0%	2%	i	0.2%
Cc1cc(C)n2nc(SCC(=O)c3ccc[nH]3)nc2n1	-21%	-12	19%	u	u	5%	0%	i	1.8%
CCCCN(C(=O)CN1C(=O)C2CC=CCC2C1=O)c1c(N)n(CCC)c(=O)[nH]c1=O (stereo not given)	-3%	23	4%	x	-29%	0%	-2%	x	-0.3%
CCn1nnc(NC(=O)COc2ccc([N+](=O)[O-])cc2)n1	17%	28	-12%	7%	9%	0%	2%	i	0.3%
Cc1cc(F)ccc1S(=O)(=O)N1CCCOC1CNC(=O)C(=O)NCc1ccc2c(c1)OCO2 (stereo not given)	-21%	6	-11%	0%	u	17%	0%	u	-0.5%
O=c1cc(-c2ccccc2Cl)oc2c(NS(=O)(=O)c3cc(Cl)cc(Cl)c3O)ccc(O)c12	10µM*	2	u	u	6.3µM*	-32%[inhibitor]	-19%	32µM*	0.1%
COc1cccc(-c2nnc(SCC(=O)Nc3cc(C)on3)o2)c1	-20%	-7	5%	16%	-2%	u	8%	i	2.1%
Cc1cc(Nc2cc(Cl)ccc2C)n2nc(Cc3ccccc3)nc2n1	-2%	x	u	14%	3%	x	5%	i	-0.9%
Cc1ccc(S(=O)(=O)NCC(=O)N/N=C/c2ccccc2O)cc1	-7%	116	5%	14µM*	2%	13%	9%	i	-1.4%
O=C(COn1nnc2ccc(S(=O)(=O)N3CCOCC3)cc21)NCCc1ccccc1	-7%	5	-17%	-6%	-27%	10%	-11%	i	-0.3%
O=C(CN1C(=O)c2ccccc2S1(=O)=O)Nc1cccc(S(=O)(=O)N2CCCCC2)c1	-25%	29	-23%	-8%	-19%	9%	9%	i	3.5%
CCSc1nc2ccccc2n1Cc1cccc([N+](=O)[O-])c1	-38%	-23	u	u	13%	u	9%	i	0.2%
CC(C)OC(=O)c1c(NC(=O)c2cccs2)sc2c1CCCC2	6%	-7	x	24%	20%	16µM*	9%	i	-0.1%
CCN(c1ccccc1)S(=O)(=O)c1cc([N+](=O)[O-])ccc1N	11%	23	u	-18%[11.3 µM]	-2%	-8%	-18%	i	0.0%
COCc1ccc(C(=O)N2CCCC(C(=O)c3cc(F)ccc3F)C2)s1 (stereo not given)	9%	12	-13%	-24%[11.3 µM]	3%	-4%	-1%	i	-0.7%
